CDK5 p35 inh: blocks human CDK5/p35 kinase activity; Q00535+Q15078; Recombinant CDK5/p35, ADP-Glo luminescence, 60 min; inhibition, % at 10 µM; 0.01% of 330,000 active;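 active = highest replicate inhibition of at least 50% and at least 75% of replicates reaching 50%; inconclusive = only one of the two criteria met; inactive = both criteria failed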;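 note: plate controls were DMSO neutral control for no effect and GW8510 at 10 µM for full effect; many of its hits are not listed in these tables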
Wnt bcat act: activates Wnt/beta-catenin signaling in a reporter cell assay | activator, plate reader | AID 743398 | activation, % at 9.35 µM | 1.2% of 300,000 active; in the data active = activation above about 30%, passing the limit was not always enough; inconclusive = no clear call, values can overlap the other calls;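 note: 0% = neutral control wells and 100% = positive control wells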
SR-BI HDL uptake: inhibitors of mouse SR-BI mediated HDL lipid uptake. AID 488896. ldlA[mSR-BI] CHO cells, DiI-HDL uptake fluorescence, 3 h. 0.96% of 320,000 active. inhibition, % at 12.5 µM. Q61009;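 active = mean replicate inhibition of at least 70% and a set share of replicates each scoring 70 or more; inconclusive = meets just one of the two criteria; inactive = fails both criteria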;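 note: 0% = median of neutral control wells and 100% = median of positive control wells; values of inactives mirror those of a sister screen read the other way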
Target sequence (Q61009 whole entry, looked up): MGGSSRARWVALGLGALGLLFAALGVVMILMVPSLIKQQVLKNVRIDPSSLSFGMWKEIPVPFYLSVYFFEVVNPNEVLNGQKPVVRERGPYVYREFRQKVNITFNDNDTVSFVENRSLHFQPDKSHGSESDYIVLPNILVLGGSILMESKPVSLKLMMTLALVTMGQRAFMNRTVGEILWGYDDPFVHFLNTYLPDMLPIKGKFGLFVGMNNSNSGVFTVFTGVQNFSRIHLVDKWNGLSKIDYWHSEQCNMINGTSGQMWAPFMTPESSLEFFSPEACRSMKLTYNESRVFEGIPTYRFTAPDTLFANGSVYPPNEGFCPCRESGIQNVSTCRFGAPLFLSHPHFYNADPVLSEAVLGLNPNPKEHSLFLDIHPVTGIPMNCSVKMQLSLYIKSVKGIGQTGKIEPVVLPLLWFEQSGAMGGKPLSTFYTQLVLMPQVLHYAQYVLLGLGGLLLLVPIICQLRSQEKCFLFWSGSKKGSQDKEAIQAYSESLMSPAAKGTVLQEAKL
PvdQ inh: blocks Pseudomonas aeruginosa PvdQ acylase activity. inhibition, % at 10 µM. AID 488965. 0.063% of 340,000 active. purified PvdQ acylase, fluorescence plate reader; in the data active = inhibition above about 30%, passing the limit was not always enough; inconclusive = no clear call, values can overlap the other calls;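 note: 0% = vehicle neutral wells and 100% = reference inhibitor wells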
NSD2 inh: NSD2 (human) methyltransferase inhibition; inhibition, % at 12.5 µM; 0.54% of 310,000 active; NSD2 peptide methylation, AlphaScreen, 120 min; in the data active = inhibition above about 50%
dFosB activator: activators of mouse delta FosB homodimer. 0.99% of 340,000 active. P13346. purified delta FosB, TAMRA-CDK5 oligo fluorescence polarization; percent of positive-control signal above neutral wells. activation, % at 25 µM;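 active = mean activation above about 17%, with every replicate also reaching it, limit read from the data, passing the limit was not always enough; inconclusive = only one of the two conditions met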;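 note: fluorescence polarization rise as delta FosB binds a TAMRA Cdk5 AP-1 oligo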
Target sequence (P13346 whole entry, looked up): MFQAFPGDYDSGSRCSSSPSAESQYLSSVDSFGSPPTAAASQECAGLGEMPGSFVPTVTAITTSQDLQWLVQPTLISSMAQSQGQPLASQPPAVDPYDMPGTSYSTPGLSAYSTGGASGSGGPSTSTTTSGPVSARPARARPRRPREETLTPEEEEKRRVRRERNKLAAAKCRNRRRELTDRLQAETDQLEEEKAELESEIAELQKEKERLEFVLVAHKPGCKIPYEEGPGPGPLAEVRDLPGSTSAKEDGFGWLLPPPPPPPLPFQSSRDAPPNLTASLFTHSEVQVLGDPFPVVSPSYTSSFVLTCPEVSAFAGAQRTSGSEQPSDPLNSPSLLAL
MITF TRPM1 HTS: increases MITF-driven TRPM1 promoter luciferase signal | SK-MEL-5 TRPM1-promoter luciferase, 24 h; % of positive control, neutral wells = 0 | activation, % at 12.5 µM | 0.75% of 300,000 active;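 active = mean activation of at least 80% with every replicate also reaching 80%; inconclusive = mean reaches 80% but some replicate falls short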;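 note: 0% = neutral control wells and 100% = parthenolide positive control wells; values of inactives mirror those of a sister screen read the other way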
HTR5A ag: counter-screen for OPRM1-OPRD1 agonists: human HTR5A agonism. HTR5A agonist assay, luminescence, cell-based. 0.61% of 340,000 active. activation, % at 9.3 µM; in the data active = activation mostly above about 9.5%, no sharp cut-off; inactive = mostly below about 7.6%;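 note: 0% = cells with vehicle only and 100% = reference agonist; strong numbers were not always called active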
HTR5A inv ctr: counter-screen for OPRM1-OPRD1 inverse agonists: human HTR5A inverse agonism; P47898; HTR5A cell line, luminescence; inhibition, % at 9.3 µM; 0.083% of 340,000 active; in the data active = inhibition mostly above about 23%, no sharp cut-off; inactive = mostly below about 18%;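 note: 0% = cells with DMSO and 100% = no-cell wells with DMSO; some compounds called inactive have numbers as strong as hits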
V-ATPase pHluor: yeast V-ATPase proton transport regulation by pHLuorin. AID 504577. 0.37% of 350,000 active. S. cerevisiae, pHLuorin cytosolic pH fluorescence. response, % at 10 µM; in the data active = response mostly above about 7.3%, no sharp cut-off; inactive = mostly below about 5.4%; note: actives read high; inactives centre near 0; some compounds called inactive have numbers as strong as hits; reference of the scale not given here
* hit, by the source's call; ? = inconclusive; . = no result given.

SMILES	CDK5 p35 inh	Wnt bcat act	SR-BI HDL uptake	PvdQ inh	NSD2 inh	dFosB activator	MITF TRPM1 HTS	HTR5A ag	HTR5A inv ctr	V-ATPase pHluor
CCc1ccc(N(C(=O)Cn2nnc(-c3ccccc3)n2)C(C(=O)NC2CCCCC2)c2ccccn2)cc1 (centres undefined)	1.2	.	15	-13	.	-1	-2	-3	8	-2
CCN(c1ccccc1)S(=O)(=O)c1ccc(C(=O)N(C)CCc2ccc(OC)c(OC)c2)cc1	-1.3	-1	16	-6	.	-14	-9	0	-6	.
CCN(CC)P(=O)(/C(Cl)=C\Nc1c(C)n(C)n(-c2ccccc2)c1=O)N(CC)CC	2.0	.	20	-3	18	-11	-11	-3	8	-3
COCC(C)n1c(C)cc(C(=O)COC(=O)c2c(C)nn(-c3ccccc3)c2C)c1C (centres undefined)	-2.5	-19	6	-18	3	4	-4	10*	-23	-1
COc1ccc(S(=O)(=O)N(C)CC(=O)Nc2ccc(C(F)(F)F)cc2)cc1Cl	1.8	.	6	6	3	8	5	-5	16	2
CC(=O)Nc1cccc(NC(=O)/C=C/c2ccc(S(=O)(=O)N3CCOCC3)cc2)c1	-0.1	5	57	13	-1	-9	-2	1	-5	1
CN(C)C(=O)CSc1nnc(-c2ccco2)n1-c1ccccc1	-5.1	2	-14	-25	-2	-6	-9	1	-3	1
CCN1CCN(C(=O)c2nn(-c3ccc(C)cc3)c(=O)c3c2c2ccccc2n3C)CC1	-0.2	.	2	7	-1	-6	.	2	14	0
O=C(COC(=O)c1ccc(S(=O)(=O)N2CCOCC2)cc1)NC1CCCC1	0.5	.	-1	-4	3	8	5	0	-2	-2
CN1CCN(CC(=O)Nc2ccccc2[N+](=O)[O-])CC1	-1.8	.	-8	19	1	0	-1	-3	4	1
C/C=C/C=C\C(=O)Nc1cccc(C2=NOC3(C2)C[C@@H](C(N)=O)N(C(=O)c2cc([N+](=O)[O-])cc([N+](=O)[O-])c2C)C3)c1 (some centres undefined)	0.0	-5	55	-5	.	-5	2	2	-6	-1
Clc1ccc(-c2cc(CN3CCOCC3)no2)cc1	0.0	25	-23	-13	-1	-8	2	3	-12	-2
CC1CC(C)CN(c2ncc3c(n2)CC(c2ccc(Cl)cc2)CC3=O)C1 (centres undefined)	-0.6	.	4	5	.	-6	-1	-10	32*	8
NC(=O)CSc1nnc(Cc2cccs2)n1C1CCCCC1	-2.2	6	-43	-13	-1	-4	4	0	-12	-2
CCN(CC(=O)Nc1c(F)cccc1F)C(=O)c1nn(C)c(=O)c2ccccc12	0.5	2	-16	-8	0	3	5	2	-5	3
CCC(=O)Nc1ccc(NC(=O)c2ccccn2)cn1	1.2	.	-24	-4	15	-3	23	-1	-14	2
CCCc1[nH]nc2c1C(C1CC=CCC1)C(C#N)=C(N)O2 (centres undefined)	1.5	-2	14	-2	0	-10	-7	5	6	3
CCCCC(=O)N(Cc1ccc(F)cc1)C1CCS(=O)(=O)C1 (centres undefined)	1.7	-3	9	-10	5	-1	1	5	-4	-3
COc1ccc(NC(=S)NN2CCN(C)CC2)cc1	-0.8	.	-30	-8	0	4	-3	5	-13	4
O=C(CSc1nc(C(F)(F)F)cc(=O)[nH]1)NCC1CCCO1 (centres undefined)	0.2	-1	-9	-4	.	3	5	13	-40	0

Look-ups from above:
Under dFosB activator, CCCCC(=O)N(Cc1ccc(F)cc1)C1CCS(=O)(=O)C1 (centres undefined) is listed with -1
Under MITF TRPM1 HTS, O=C(CSc1nc(C(F)(F)F)cc(=O)[nH]1)NCC1CCCO1 (centres undefined) is listed with 5

The list continues:
SMILES	CDK5 p35 inh	Wnt bcat act	SR-BI HDL uptake	PvdQ inh	NSD2 inh	dFosB activator	MITF TRPM1 HTS	HTR5A ag	HTR5A inv ctr	V-ATPase pHluor
CCC(C(=O)NC1CCCCC1)n1nc(C)c2c(C)n(-c3ccccc3)nc2c1=O (centres undefined)	1.2	1	-2	-11	4	-2	-18	-3	17	4
COc1ccc(CN(CC2CCC(C(=O)O)CC2)C(=S)Nc2ccc(C)c(Cl)c2)cc1 (centres undefined)	-0.3	-1	-5	4	-2	-13	14	-2	6	-1
CN(C)/C=N/c1c(C#N)nnn1Cc1ccccc1	-1.3	.	-8	-11	-10	1	-4	0	-7	-6
O=C(Nc1ccc2oc(-c3ccccc3)nc2c1)c1ccco1	.	30	9	-8	3	-26	?	3	-5	-3
O=C(OCc1ccccc1Cl)C1CC(=O)N(Cc2ccco2)C1 (centres undefined)	1.9	2	-24	-6	-5	-2	15	-4	9	0
Cc1nn(C2CCS(=O)(=O)C2)c(Cl)c1/C=C/C(=O)OCC(=O)c1cc(C)n(-c2ccc(F)cc2)c1C (centres undefined)	0.0	-3	38	-6	-1	5	-19	2	-4	1
O=C(OCC#CCSc1nc2ccccc2s1)c1ccco1	1.4	.	-2	-10	5	-10	39	-1	4	-1
CCCCN1CCN=C1Nc1ccccc1	-2.6	1	12	2	.	9	10	5	2	1
COc1ccc(Cl)cc1C(=O)NNC(=O)c1nc2nc(C)cc(C)n2n1	2.6	-1	.	8	-3	-9	-2	-3	5	-1
Cc1cc(N2CCC(C(=O)NCC3CC3)CC2)nc(-c2ccccc2)n1	1.4	-8	-9	-14	-1	-10	-6	2	2	-1
COc1cccc(OCCOc2ccccc2OC(C)C)c1	-0.3	.	30	-16	-2	-2	14	-1	-10	3
Cc1nc(C(=O)NNC(=O)Nc2ccc(Cl)cc2)cs1	-0.6	-1	-4	8	-2	-9	0	4	14	-4
O=C(O)CCCC[C@@H]1SC[C@@H]2NC(=O)N[C@@H]21	-1.8	2	-14	2	.	1	9	5	18	5
COc1ccc(NC(=O)C2CCCN2C(=O)Nc2ccccc2)cc1OC (centres undefined)	-0.7	-1	31	-2	-8	2	.	0	-16	4
Cc1ccc(C2CC2c2n[nH]c(=S)n2-c2ccc(Cl)cc2)cc1 (centres undefined)	3.1	-10	-13	-13	-2	1	-6	1	-3	-2
COC(=O)NC1CCC(CC2CCC(NC(=O)OC)CC2)CC1 (centres undefined)	0.5	0	-4	-10	-2	-2	-16	1	1	-3
NS(=O)(=O)c1cccc2c1c([N+](=O)[O-])cc1nc(O)c(O)nc12	-0.9	-1	1	-4	.	5	-6	1	-3	-3
COc1ccccc1CNC(=O)c1ccc(-c2ccccc2)cc1	0.6	-4	6	-18	-2	-5	11	-1	2	0
COc1nccnc1NS(=O)(=O)c1ccc(NS(=O)(=O)c2ccc(NC(C)=O)cc2)cc1	0.3	.	-1	-11	-7	-2	.	-3	-24	-1
COc1ccc(C(=O)N/N=C/c2ccc(OC)c(COc3ccc(F)cc3)c2)cc1	-0.2	-1	23	-6	1	6	1	-1	-6	5
CCCSC1=C(C#N)C(c2ccccc2C)CC(=O)N1 (centres undefined)	1.4	.	-1	-3	2	-4	-7	1	12	-1
CCN(C(=O)COC(=O)c1ccc(Cl)c(N)c1)C1CCS(=O)(=O)C1 (centres undefined)	-2.6	0	-8	-20	2	-4	5	4	16	-3
Cc1cc(=O)oc2ccc(OCC(=O)NCc3ccco3)cc12	-0.9	.	9	-8	1	-1	.	0	-1	-4
Cc1ccc(CC2C(=O)N(c3ccccc3)C(=O)C2C)cc1 (centres undefined)	-0.7	-1	-7	-9	-4	-7	.	1	-5	-1
CC(C)[C@H](NC(=O)OC(C)(C)C)C(=O)NCC1CCC(C(=O)N[C@@H](Cc2ccccc2)C(=O)O)CC1 (some centres undefined)	-0.5	0	3	-7	-3	1	2	-2	7	-5
Cc1nn(-c2ccc(Cl)nn2)c(=O)c2ccccc12	-0.4	6	-9	-4	0	-4	28	-2	5	1
O=C(O)c1cc2c(cc1Br)OCCCO2	-0.6	.	-8	6	0	1	0	8	-27	-3
CSCc1nnc(NC(=O)c2ccc(S(=O)(=O)N(C)C)cc2)o1	1.0	.	-10	4	1	-7	-1	4	-4	-1
c1ccc2c(c1)oc1c(NCc3ccc4c(c3)OCO4)ncnc12	0.0	.	-9	-10	1	2	-17	8	-28	4
CCC(C)(C(=O)Nc1c(C)cccc1C)N(C)C(=O)c1ccc2ccccc2n1 (centres undefined)	-3.4	-2	-13	-4	.	-7	-4	0	-1	2
CC(C)c1nn2c(=O)cc(CSc3ccccc3NC(=O)c3ccccc3F)nc2s1	0.8	2	-3	8	8	-15	0	-3	12	-5
O=C1C=C(OCc2ccccc2)CN1	-3.4	2	-11	-4	0	1	.	0	5	2
Cc1ccc(S(=O)(=O)Nc2nc(CN3CCOCC3)nc3sc(C)c(C)c23)cc1	-3.9	-2	-21	-7	0	-14	0	8	14	0
Cc1ccc(-c2nnc(Nc3ccc(C(=O)N(C)C)cc3)c3ccccc23)cc1S(N)(=O)=O	0.0	-2	22	5	3	-6	2	4	-13	1
CN(Cc1cccc(Cl)c1Cl)CC(O)COc1ccccc1 (centres undefined)	1.2	0	.	6	0	4	1	0	-2	-1
CC1CCCCC12NC(=O)N(CC(=O)Nc1ccccc1-c1ccccc1)C2=O (centres undefined)	-2.0	0	16	-3	1	-13	5	3	-9	-8
Cc1cc(SCC(=O)c2cccs2)nc2c(C)cccc12	0.5	.	9	6	-2	-18	-2	4	11	2
C=CCn1c(CCC(O)COCCC)n[nH]c1=S (centres undefined)	0.2	0	-38	3	-1	1	-6	0	2	3
CCSC1=C(C#N)C(c2ccc(F)cc2)CC(=O)N1 (centres undefined)	-0.2	-2	-15	-6	.	-1	7	6	-17	0
COc1cc(/C=C(\C#N)C(=O)Nc2ccccc2C(=O)O)cc(Cl)c1OC	-5.1	0	15	-5	10	-6	-12	-3	8	-1
CCC1C(=O)n2nc(-c3ccccc3)cc2N=C1C (centres undefined)	-4.3	-1	3	-10	.	-3	64	-12	27	5
COc1ccccc1NC(=O)COC(=O)c1ccc2c(c1)nc(C)n2-c1ccccc1	0.1	0	19	-7	.	-10	31	-2	6	0
COc1ccc(CNC(=O)c2c[nH]c3ccccc3c2=O)cc1	-0.8	1	-24	6	11	-17	1	-2	5	4
O=C1CCCC/C1=C\Nc1ccc(Cl)cn1	1.7	.	-9	-13	2	-3	69	3	-16	2
COc1ccc(CCNC(=O)c2cc3ccccn3n2)c(OC)c1OC	-1.4	6	1	-12	.	-6	.	0	9	2
CC1CCCCN1C(=O)CN1C(=O)c2ccccc2S1(=O)=O (centres undefined)	0.3	9	-13	8	-1	1	-4	-1	7	1
Cc1ccc(OCCCC(=O)NC(C)c2ccccc2)cc1 (centres undefined)	-1.1	.	-7	-14	-2	-10	-4	2	11	2
Cc1cc(C)c2nc3nc(C)cc(C)c3c(N)c2c1	1.6	0	-9	-5	4	26*	-67	-1	3	-19
O=C(NCCCn1ccnc1)/C(=C\c1ccc(Br)cc1)NC(=O)c1ccccc1	2.2	2	-1	-11	12	-13	8	-2	3	-2
COc1ccc(C(C(=O)NC(C)(C)C)N(C(=O)CCC(=O)Nc2cc(C)on2)c2ccc(C)c(C)c2)cc1 (centres undefined)	1.0	2	.	-15	0	-5	-8	-4	12	0
CC1(C(=O)N/N=C/c2ccc([N+](=O)[O-])o2)CC1(Br)Br (centres undefined)	-1.5	-3	-33	2	11	0	-74	-9	22	0
CC(C)CC1c2[nH]c3ccccc3c2CCN1C(=O)CCC(=O)N(C)C (centres undefined)	-0.2	1	54	5	0	-12	-11	0	-1	0

Random draw from the library (roughly 5% active in at least one column).
